# Bcl-B displacement – displacers of TR3 peptide from Bcl-B, primary screen, selectivity assay for Bfl-1 inhibitor project, biochemical, fluorescence polarization. 96,000 compounds, 0.11% hits. FP displacement of FITC-TR3 peptide from Bcl-B; higher % means a stronger effect. AID 748. one-dose displacement, % at 20 µM; IC50 in µM for titrated hits;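 active = displacement above 50% at 20 µM plus a fluorescence interference ratio under 1.5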;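 note: plate controls were wells without compound for no effect and wells lacking Bcl-B protein for full effect; a part of the inactive calls stands beside numbers as strong as those of hits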
# PLAP inhibition – inhibition of human placental alkaline phosphatase – biochemical, luminescence, HTS (AID 690); purified PLAP, luminescent substrate; higher % means a stronger effect; 96,000 compounds, 0.08% hits; inhibition, % at 20 µM, or IC50 in µM where a hit was titrated; in the data active = a potency from the dose series; inactive = the rest, 99 in 100 with inhibition below about 30%; note: strong numbers were not always called active
# NFkB transloc inh – blocks IL-1B driven NFkB nuclear translocation in HUVEC cells. HUVEC IL-1B NFkB p65 nuclear translocation imaging. 94,000 compounds, 0.43% hits. inhibition, % at 2 µM;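 active = inhibition above about 30% together with a positive call from visual inspection of the well image, limit read from the data; inconclusive = inhibition above a set limit but visual check negative; inactive = inhibition not above a set limit, visual check negative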;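 note: nuclear over cytoplasmic p65 intensity ratio measured by imaging; 0% = IL-1B stimulated DMSO wells and 100% = unstimulated DMSO wells; values of inactives mirror those of a sister screen read the other way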
# NFkB transloc pot – enhances IL-1B driven NFkB nuclear translocation | HUVEC IL-1B NFkB p65 nuclear translocation imaging | 94,000 compounds, 0.3% hits | AID 819 | activation, % at 2 µM;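 active = activation above 40%, about the mean plus 3 SD, also judged a hit on visual image review; inconclusive = activation above 40% but not a hit on visual review; inactive = activation not above 40% and no visual hit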;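 note: percent activation is computed from the nuclear over cytoplasmic p65 intensity ratio; values of inactives mirror those of a sister screen read the other way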
# MRP reversal – reverses drug resistance mediated by MRP | 85,000 compounds, 0.04% hits | differential viability (reversal), % at 10 µM | H69AR cells + 2 uM doxorubicin, CellTiter-Glo, 72 h;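 active = viability drop by adding the cancer drug above about 55%, with treated viability meeting a 40% cutoff, limit read from the data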;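 note: viability without doxorubicin minus viability with 2 µM doxorubicin for each compound; larger differential means the compound sensitizes cells more to doxorubicin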
# MRP reversal cytotoxicity – second read-out of MRP reversal, no call of its own (marks repeat the call); viability, %; H69AR cells, CellTiter-Glo, 72 h; measured here: cytotoxicity without doxorubicin
# MRP reversal with doxorubicin – recorded beside MRP reversal, whose call it bears; viability, %; measured here: viability with 2 uM doxorubicin; stronger effect = lower value
# NFkB transloc inh cell count 2 µM – further read-out of NFkB transloc inh, marked with its call; cell count; measured here: cells passing quality filter;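 raw number of nuclei counted in each imaged well without normalization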
# NFkB transloc pot cell count 2 µM – also measured in NFkB transloc pot; calls as there; cell count; measured here: cells passing quality filter
# * hit, by the source's call; ? = inconclusive; nt = no result given. This is a subset; the hit share may differ from the screen's.
SMILES,Bcl-B displacement,PLAP inhibition,NFkB transloc inh,NFkB transloc inh cell count 2 µM,NFkB transloc pot,NFkB transloc pot cell count 2 µM,MRP reversal,MRP reversal cytotoxicity,MRP reversal with doxorubicin
CCOC(=O)CC(=O)CSc1ccc2nnc(-c3ccccc3)n2n1,-4.2%,-41.5%,-16.5,151,16.5,151,-6.5,61.1,67.6
COc1ccc(-c2cnc3nc[nH]c(=O)c3n2)cc1,nt,nt,-21.8,131,21.8,131,2.2,96.6,94.4
COc1ccc(-c2csc(Cc3nnc4n3CCCCC4)n2)cc1OC,-9.8%,-2.8%,2.3,119,-2.3,119,-5.1,85.5,90.6
O=c1[nH]n(-c2ncnc3c2cnn3-c2ccccc2)c(=O)c2ccccc12,-7.3%,-200.7%,nt,nt,nt,nt,-1.4,106.3,107.8
Cc1nn(Cc2ccccc2)c(Cl)c1C(=O)OCc1nnc(-c2ccccc2)o1,-50.6%,-45.6%,12.1,160,-12.1,160,13.1,98.1,85.0
Cc1ccc(C2C3=C(CC(C)(C)CC3=O)NC3=C2C(=O)CC(C)(C)C3)o1,-0.8%,-66.9%,-2.6,101,2.6,101,18.2,66.8,48.6
O=C(NC1CCCC1)C(c1ccccc1)N(Cc1ccco1)C(=O)Cc1cccs1 (stereo not given),nt,nt,-19.3,145,19.3,145,24.8,96.2,71.4
CCOC(=O)c1cnn(-c2nc(-c3cccc(F)c3)cs2)c1C(F)(F)F,3.5%,8.4%,-8.7,120,8.7,120,nt,nt,nt
O=C(NC1CCCCC1)N1CCN(Cc2nc3ccccc3c(=O)[nH]2)CC1,nt,nt,9.8,131,-9.8,131,nt,nt,nt
CCOc1ccc(N2C(=O)CC(SCCN)C2=O)cc1 (stereo not given),2.7%,7.9%,-12.7,117,12.7,117,6.0,102.1,96.1
COCC(=O)Nc1nnc(COc2ccc(Cl)cc2)s1,nt,nt,-7.0,118,7.0,118,0.6,94.4,93.8
COc1cc(C(C)=O)ccc1OCC(=O)c1cc(C)n(C2CC2)c1C,-6.5%,-53.3%,-11.5,92,11.5,92,12.7,92.1,79.5
c1ccc(-n2c(-c3ccncc3)nnc2-c2ccco2)cc1,1.1%,-22.8%,4.7,223,-4.7,223,13.8,80.6,66.8
COc1ccc(/C(O)=C2/C(=O)C(=O)N(CCN3CCOCC3)C2c2cccnc2)cc1OC (stereo not given),nt,nt,8.9,150,-8.9,150,0.9,90.7,89.8
c1ccc(Oc2cccc(OCCCCSc3ncccn3)c2)cc1,-6.1%,0.3%,5.3,144,-5.2,144,13.6,91.1,77.5
COc1cc(C(c2sc3nc(C)nn3c2O)N2CC(C)CC(C)C2)cc(OC)c1OC (stereo not given),nt,nt,-7.8,68,7.8,68,4.7,83.1,78.4
Cc1cccc(Oc2nc(-c3cccc([N+](=O)[O-])c3)nc3ccccc23)c1C,-4.8%,1.6%,-39.2,147,39.2,147,nt,nt,nt
CCC(=O)N1CCc2cc(S(=O)(=O)NC(C(=O)NC(C)c3ccccc3)C(C)C)ccc21 (stereo not given),-11.1%,10.6%,-30.8,101,30.8,101,13.6,77.7,64.1
Cn1ccnc1Sc1nc2c(c(=O)n(C)c(=O)n2C)n1C,1.3%,-5.2%,nt,nt,nt,nt,10.7,92.8,82.0
Cc1ccc(-n2nnnc2SCc2nnc(-c3ccccc3Br)o2)cc1,-16.7%,-36.8%,-13.7,145,13.7,145,-6.9,89.5,96.3
Cc1nnc(SCc2ccc(C(=O)O)cc2)s1,-7.5%,-6.6%,-14.9,192,14.9,192,9.2,86.2,77.0
COc1ccc(S(=O)(=O)NCCSCc2ccco2)cc1,-10.7%,-55.5%,7.1,90,-7.1,90,12.4,81.7,69.3
O=C(c1cccc(S(=O)(=O)N2CCOCC2)c1)N(CCO)Cc1ccccc1,-1.6%,-21.6%,-3.7,180,3.7,180,1.5,92.1,90.7
Cn1c(SC2C(=O)CC(C)(C)CC2=O)nnc1-c1ccco1,-10.2%,-9.8%,nt,nt,nt,nt,2.8,87.7,85.0
COc1ccccc1CNC(=O)CSc1nc(N)c(C#N)c(-c2cccs2)c1C#N,4.5%,-8.8%,-2.9,119,2.9,119,-8.3,57.3,65.7

# For convenience, three of the compounds above.
SMILES,Bcl-B displacement,PLAP inhibition,NFkB transloc inh,NFkB transloc inh cell count 2 µM,NFkB transloc pot,NFkB transloc pot cell count 2 µM,MRP reversal,MRP reversal cytotoxicity,MRP reversal with doxorubicin
CCOC(=O)CC(=O)CSc1ccc2nnc(-c3ccccc3)n2n1,-4.2%,-41.5%,-16.5,151,16.5,151,-6.5,61.1,67.6
COc1ccc(-c2cnc3nc[nH]c(=O)c3n2)cc1,nt,nt,-21.8,131,21.8,131,2.2,96.6,94.4
COc1ccc(-c2csc(Cc3nnc4n3CCCCC4)n2)cc1OC,-9.8%,-2.8%,2.3,119,-2.3,119,-5.1,85.5,90.6

# The results go on:
SMILES,Bcl-B displacement,PLAP inhibition,NFkB transloc inh,NFkB transloc inh cell count 2 µM,NFkB transloc pot,NFkB transloc pot cell count 2 µM,MRP reversal,MRP reversal cytotoxicity,MRP reversal with doxorubicin
CCCc1cc(N2CCCC(C(=O)NCc3ccc4c(c3)OCO4)C2)n2ncnc2n1 (stereo not given),-1.1%,-34.5%,nt,nt,nt,nt,6.8,66.0,59.1
Cc1ccc(S(=O)(=O)Nc2nc(C)c(NC(=O)Nc3ccc(Cl)cc3Cl)s2)cc1,0.0%,-33.9%,1.8,154,-1.8,154,nt,nt,nt
O=C(CSc1ncnc2c1nnn2-c1ccc(F)cc1)NCC1CCCO1 (stereo not given),14.4%,11.5%,-11.2,104,11.2,104,-11.6,48.9,60.5
O=C(CCNc1ccc(F)cc1)c1cccc([N+](=O)[O-])c1,-4.0%,10.4%,0.8,87,-0.8,87,nt,nt,nt
CCCc1nnc(NC(=O)c2c(O)c3cccc4c3n(c2=O)CCC4)s1,2.9%,-60.6%,nt,nt,nt,nt,-1.7,6.0,7.7
CCCCCc1c(C)nc(NCc2ccccc2)[nH]c1=O,-4.8%,-0.8%,nt,nt,nt,nt,11.4,94.5,83.1
CN(C(=O)c1cccc(Nc2ccc(-c3ccc4c(c3)OCCO4)nn2)c1)C1CCCCC1,nt,nt,0.5,119,-0.5,119,-6.5,16.8,23.2
Cc1cc(NC(c2ccc(Cl)cc2)c2ccc3cccnc3c2O)no1 (stereo not given),2.2%,-96.9%,0.1,172,-0.1,172,-10.2,47.6,57.8
CCCCOC(=O)C1=C(C)Nc2ncnn2C1c1cccc(OC)c1 (stereo not given),3.4%,-10.6%,-3.9,121,3.9,121,nt,nt,nt
O=C(Nc1ccc(-n2cnnn2)cc1)C1CCC1,-2.6%,2.5%,-13.3,140,13.3,140,15.4,97.4,82.0
CCOc1cc(CNc2ncc(-c3ccc(OC)cc3)n2C)ccc1O,10.8%,-63.3%,6.3,120,-6.3,120,7.0,78.5,71.5
Cc1ccc(SCCC(=O)N(C)C)cc1,-5.4%,6.0%,-15.5,159,15.5,159,11.1,94.3,83.2
O=C1CC(c2ccco2)CC(O)=C1C=Nc1cc(Cl)ccc1O (stereo not given),-14.2%,-152.2%,nt,nt,nt,nt,-2.5,5.3,7.9
O=C(NC1CC1)c1ccc(CS(=O)(=O)c2c(Cl)cccc2Cl)o1,3.8%,1.6%,-23.8,171,23.8,171,-3.0,99.5,102.5
N#Cc1c(SCc2ccccc2)sc(C(=O)c2ccccc2)c1N,-9.3%,2.8%,5.0,97,-5.0,97,-10.6,62.1,72.7
Cc1ccc(C)c(SCc2noc(C(=O)NCC3CCCO3)c2C(=O)O)c1 (stereo not given),-10.0%,-14.4%,-2.9,151,2.9,151,nt,nt,nt
COc1ccc(CNC(=O)C(c2ccco2)N(Cc2ccccc2)C(=O)Cc2cccs2)cc1 (stereo not given),nt,nt,12.2,183,-12.2,183,17.5,76.2,58.7
CCOCCCNS(=O)(=O)c1ccc(NC(=O)N2c3ccccc3Sc3ccccc32)cc1,3.2%,-37.8%,4.6,110,-4.6,110,nt,nt,nt
c1csc(C(c2nnnn2C2CCCCC2)N2CCN(c3nc4ccccc4s3)CC2)c1 (stereo not given),nt,nt,10.3,99,-10.2,99,-4.1,79.0,83.2
COc1ccc2nc(NC(=O)CN(C)S(=O)(=O)c3cccs3)sc2c1,-2.7%,-24.9%,5.4,148,-5.4,148,nt,nt,nt
O=C1NC(NS(=O)(=O)c2ccccc2)(C(F)(F)F)C(=O)N1Cc1cccnc1 (stereo not given),5.3%,12.6%,-5.0,127,5.0,127,-5.5,100.9,106.5
NC(=O)[C@H](Cc1cc2ccccc2s1)NC(=O)[C@@H]1CC2(CC(c3cccc(NC(=O)[C@@H]4CCC(=O)N4)c3)=NO2)CN1C(=O)/C=C/c1c(F)cccc1Cl (stereo not given in full),4.1%,-40.4%,0.1,139,-0.1,139,nt,nt,nt
COc1cc(/C=C/C(=O)O)cc(S(=O)(=O)NCCCO)c1OC,-3.3%,6.4%,-7.2,142,7.2,142,nt,nt,nt
Cc1cccc(CC(=O)OCn2nnc3ccccc3c2=O)c1,-1.9%,4.2%,-24.4,174,24.4,174,7.3,95.3,88.0
CCCCNS(=O)(=O)c1ccc2nc(SCC(=O)c3ccc(C#N)cc3)[nH]c2c1,1.7%,-99.2%,nt,nt,nt,nt,2.9,89.9,87.0
# (more compounds)
SMILES,Bcl-B displacement,PLAP inhibition,NFkB transloc inh,NFkB transloc inh cell count 2 µM,NFkB transloc pot,NFkB transloc pot cell count 2 µM,MRP reversal,MRP reversal cytotoxicity,MRP reversal with doxorubicin
Cc1cc(C(C)(C)C)ccc1OCCN(C)C,-4.2%,5.1%,-13.9,181,13.8,181,-3.0,94.5,97.5
O=C(NCc1ccc2c(c1)OCO2)c1cccc(F)c1,-1.1%,37.1%,-12.9,157,12.9,157,-6.5,94.5,101.0
CC(Oc1ccc(C(C)(C)C)cc1)c1ccnc2nc(/N=C/N(C)C)nn12 (stereo not given),-1.9%,-37.3%,4.1,114,-4.1,114,nt,nt,nt
CC(C)C(c1nnnn1Cc1ccco1)N1CCC(C(N)=O)CC1 (stereo not given),nt,nt,-1.3,170,1.3,170,6.3,90.1,83.8
COc1ccc(-c2csc(N(CCc3ccc(OC)c(OC)c3)C(=O)COc3ccccc3)n2)cc1,6.9%,-27.9%,-5.4,124,5.4,124,nt,nt,nt
COc1ccc(NC(=O)c2nnn(Cc3ccc(SC)cc3)c2N)c(OC)c1,-1.4%,26.8%,-26.6,173,26.6,173,10.7,95.3,84.6
Cc1ccc(C(=O)/C=C2\NCCNC2=O)cc1,nt,nt,-19.5,168,19.5,168,1.3,86.4,85.1
COC(=O)C(C(=O)OC)=C(/C=C/N(C)C)N(C)C,-5.8%,0.2%,-9.7,143,9.7,143,7.6,98.9,91.3
CCCCc1nnc(NC(=O)CS(=O)(=O)Cc2ccccc2)s1,1.2%,2.9%,6.3,142,-6.3,142,4.9,97.0,92.2
Cc1cc(C)n2nc(S(=O)(=O)NC3CCCCC3)nc2n1,-3.4%,10.7%,-41.0,55,?,nt,nt,nt,nt
O=C(c1cc(S(=O)(=O)N2CCCCC2)ccc1F)N1CCCCC1,-5.8%,0.4%,-9.2,128,9.2,128,nt,nt,nt
COc1ccc(C2C(C#N)=C(N)Oc3c2oc(CO)cc3=O)c(OC)c1OC (stereo not given),2.0%,7.9%,nt,nt,nt,nt,6.0,93.2,87.2
CCCC(=O)Nc1ccc(N2CCN(C(=O)c3cccs3)CC2)cc1,-9.8%,-5.7%,-36.7,129,36.7,129,-10.8,94.2,105.0
COC(=O)COc1ccc2c(=O)c(Oc3ccccc3)c(C)oc2c1,-2.2%,6.8%,nt,nt,nt,nt,6.1,96.5,90.4
CCOc1nc(NC(C)C)nc(NC(C)C)n1,-2.5%,-7.4%,9.6,163,-9.6,163,9.7,102.6,93.0
O=C(CSc1ccccc1C(=O)O)NC1CCCCCCC1,13.2%,-12.8%,-11.2,56,11.2,56,-4.2,90.7,94.8
COc1ccccc1CC(=O)Nc1ccc(O)cc1C(=O)O,7.2%,1.4%,-11.9,75,11.9,75,1.2,91.9,90.6
NS(=O)(=O)c1ccc(CCNC(=O)[C@@H]2CCCN2S(=O)(=O)c2ccccc2F)cc1,7.8%,14.4%,-0.3,133,0.3,133,nt,nt,nt

# Assay outcomes from PubChem BioAssay.
